High-throughput results: PubChem, Vanderbilt High Throughput Screening Facility
GluA2 TARP mod = modulators of AMPA receptor GluA2-stargazin complexes; HEK293 GluA2+stargazin, membrane potential dye (FDSS), glutamate EC50; hits were called plate by plate, in both directions; calls only at 30 µM; 40,000 tested, 3.5% active;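 active = any of four per-well response measures lying three or more SD from its plate-wide compound average, in either direction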
Target sequence (O88602 whole entry, looked up): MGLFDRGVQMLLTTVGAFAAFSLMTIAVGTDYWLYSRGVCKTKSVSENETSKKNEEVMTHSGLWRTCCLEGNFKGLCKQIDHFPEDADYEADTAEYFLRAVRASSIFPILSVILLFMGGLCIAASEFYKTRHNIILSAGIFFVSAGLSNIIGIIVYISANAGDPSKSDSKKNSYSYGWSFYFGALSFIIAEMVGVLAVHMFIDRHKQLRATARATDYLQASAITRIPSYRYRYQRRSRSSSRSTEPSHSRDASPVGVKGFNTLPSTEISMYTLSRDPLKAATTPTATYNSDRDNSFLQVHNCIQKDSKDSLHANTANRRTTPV
Target sequence (P19491 whole entry, looked up): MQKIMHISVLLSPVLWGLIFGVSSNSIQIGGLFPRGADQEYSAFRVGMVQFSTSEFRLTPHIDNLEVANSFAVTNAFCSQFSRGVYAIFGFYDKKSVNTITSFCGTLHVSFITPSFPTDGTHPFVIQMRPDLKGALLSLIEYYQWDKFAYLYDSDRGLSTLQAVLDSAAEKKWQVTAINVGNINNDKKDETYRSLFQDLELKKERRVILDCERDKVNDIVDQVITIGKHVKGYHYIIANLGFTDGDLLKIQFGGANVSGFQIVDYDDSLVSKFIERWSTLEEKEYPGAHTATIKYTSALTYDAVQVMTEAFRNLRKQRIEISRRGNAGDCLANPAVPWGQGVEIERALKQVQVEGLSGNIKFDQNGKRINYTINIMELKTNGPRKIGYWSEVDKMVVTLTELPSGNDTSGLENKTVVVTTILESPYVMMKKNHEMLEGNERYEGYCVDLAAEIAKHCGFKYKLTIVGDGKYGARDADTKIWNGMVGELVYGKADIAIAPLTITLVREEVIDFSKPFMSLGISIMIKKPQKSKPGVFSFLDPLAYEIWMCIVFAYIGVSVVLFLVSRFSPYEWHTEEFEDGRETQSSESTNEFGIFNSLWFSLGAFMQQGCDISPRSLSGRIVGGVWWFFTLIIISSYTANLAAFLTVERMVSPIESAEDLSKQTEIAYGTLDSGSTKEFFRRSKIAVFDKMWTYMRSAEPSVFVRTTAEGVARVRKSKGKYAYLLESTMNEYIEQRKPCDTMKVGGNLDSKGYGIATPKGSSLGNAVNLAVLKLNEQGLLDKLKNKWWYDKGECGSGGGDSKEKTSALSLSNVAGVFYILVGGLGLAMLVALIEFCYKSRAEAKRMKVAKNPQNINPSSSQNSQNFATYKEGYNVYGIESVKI
GluA2 TARP mod agonism max-min = further read-out of GluA2 TARP mod, marked with its call; compound max-min signal; compound-alone response (agonism);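 unitless range of fluorescence divided by baseline over first 100 seconds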
GluA2 TARP mod glutamate slope = recorded beside GluA2 TARP mod, whose call it bears; glutamate slope, % of max; measured here: glutamate response slope, % max;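 scaled per plate between vehicle wells and maximal 1 mM glutamate control wells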
* hit, by the source's call; i = inactive; + = active, no number; & = joins results of further samples.

SMILES	GluA2 TARP mod	GluA2 TARP mod agonism max-min	GluA2 TARP mod glutamate slope
CC(C)n1ccc(-c2nnc(NC(=O)C(C)(C)C)o2)n1	i	0.0576	38.3
COc1ccc(Nc2nc(NCC3CCCO3)nc(C)c2[N+](=O)[O-])cc1 (centres undefined)	i	0.118	61.7
CC(O)(CNC(=O)c1ccco1)c1ccc2c(c1)OCO2 (centres undefined)	i	0.119	56.3
Cc1nnsc1C(=O)N1CCC(CNC(=O)C(=O)Nc2ccc3c(c2)OCCO3)CC1	i	0.114	60.9
CCOC(=O)C1=C(C)NC(=O)NC1c1cccc(OCc2ccccc2)c1 (centres undefined)	i	0.0912	24.6
COc1cc(C(=O)Nc2cc3c4c(c2)CC(=O)N4CCC3)cc(OC)c1OC	i	0.0771	47.4
COc1cc(-c2ccc(=O)n(CC(=O)Nc3ccc(C(F)(F)F)cc3)n2)cc(OC)c1OC	i	0.117	87.4
CC(C)Sc1cccc(C(=O)Nc2nc(-c3cccnc3)cs2)c1	i	0.0569	42.7
COc1ccc(CC(=O)NCCNC(=O)c2ccc(NC(C)=O)cc2)cc1OC	i	0.0729	48.2
CC1CN(C(=O)c2cc3c(=O)n(C)c(=O)n(C)c3s2)CC(C)O1 (centres undefined)	i	0.171	38.0
COc1cccc(NC(=O)CN2N=NC3C(=O)N(c4ccc(F)c(Cl)c4)C(=O)C32)c1 (centres undefined)	i	0.0979	53.6
CCCCOc1ccc(C(=O)Nc2ccc(S(=O)(=O)Nc3cc(C)on3)cc2)cc1	i	0.0922	68.2
CC(=O)c1ccc(NC(=O)c2cc(N3C(=O)C(C)(C)CS3(=O)=O)ccc2Cl)cc1	i	0.152	40.5
O=C(Nc1nc(-c2cccnc2)cs1)C1CCN(S(=O)(=O)c2cccs2)CC1	i	0.0763	-4.9
COc1ccccc1OCC(O)CN1C(C)(C)CCCC1(C)C (centres undefined)	i	0.0873	53.7
O=C(Nc1cccc(C(F)(F)F)c1)C(=O)N1CCN(c2ccccc2F)CC1	i	0.116	53.0
COc1ccc(NC(=O)Cn2nc3ccc(C(=O)Nc4cccc(C)c4)cn3c2=O)c(OC)c1	i	0.0801&0.038	41.1&85.8
O=C(Nc1nc(-c2ccc(Cl)c(Cl)c2)cs1)c1ccno1	i	0.112	52.4
CCc1ccc(-n2c(C)c(C)n3c4c(=O)n(CC(N)=O)c(=O)n(C)c4nc23)cc1	i	0.0684	35.1
CSc1ccccc1Nc1ncnc2c1nnn2C	i	0.049	51.0
CCOC(=O)C1CCN(CC(O)COc2ccccc2C(C)=O)CC1 (centres undefined)	i	0.065	54.9
O=C(Cn1cnc(-c2ccc(F)cc2)cc1=O)c1ccc(Cl)cc1	i	0.137	50.2
c1ccc(OCCn2c(CN3CCCCCC3)nc3ccccc32)cc1	i	0.0984	73.2
CC1CC(=O)Nc2c1c(NC(=O)CCS(=O)(=O)c1ccccc1)nn2C (centres undefined)	i	0.0929	48.6
Cc1cc(S(=O)(=O)N2CCN(CCO)CC2)ccc1F	i	0.0751	49.9

Of the compounds above, these contain sulfur.
SMILES	GluA2 TARP mod	GluA2 TARP mod agonism max-min	GluA2 TARP mod glutamate slope
Cc1nnsc1C(=O)N1CCC(CNC(=O)C(=O)Nc2ccc3c(c2)OCCO3)CC1	i	0.114	60.9
CC(C)Sc1cccc(C(=O)Nc2nc(-c3cccnc3)cs2)c1	i	0.0569	42.7
CC1CN(C(=O)c2cc3c(=O)n(C)c(=O)n(C)c3s2)CC(C)O1 (centres undefined)	i	0.171	38.0
CCCCOc1ccc(C(=O)Nc2ccc(S(=O)(=O)Nc3cc(C)on3)cc2)cc1	i	0.0922	68.2
CC(=O)c1ccc(NC(=O)c2cc(N3C(=O)C(C)(C)CS3(=O)=O)ccc2Cl)cc1	i	0.152	40.5
O=C(Nc1nc(-c2cccnc2)cs1)C1CCN(S(=O)(=O)c2cccs2)CC1	i	0.0763	-4.9
O=C(Nc1nc(-c2ccc(Cl)c(Cl)c2)cs1)c1ccno1	i	0.112	52.4
CSc1ccccc1Nc1ncnc2c1nnn2C	i	0.049	51.0
CC1CC(=O)Nc2c1c(NC(=O)CCS(=O)(=O)c1ccccc1)nn2C (centres undefined)	i	0.0929	48.6
Cc1cc(S(=O)(=O)N2CCN(CCO)CC2)ccc1F	i	0.0751	49.9

Additional compounds
SMILES	GluA2 TARP mod	GluA2 TARP mod agonism max-min	GluA2 TARP mod glutamate slope
Cc1cc(C)cc(NS(=O)(=O)c2ccc(NC(=S)NC(=O)c3cccs3)cc2)c1	i	0.0926	2.4
COc1ccc2nc(N(CCN3CCOCC3)C(=O)c3ccc4c(c3)OCCO4)sc2c1	+	0.122*	60.3*
Cc1ccccc1NC(=O)c1nnn(-c2ccc(F)cc2)c1N	i	0.114	62.1
N#Cc1ccccc1NC(=O)CC(NCCCO)C(=O)O (centres undefined)	i	0.0669	72.5
Cc1nc(C(=O)NCCn2ncc3c(N4CCN(c5ccccc5)CC4)ncnc32)cs1	i	0.0842	73.9
COc1ccc(-c2csc(NC(=O)c3cccc(S(=O)(=O)C(C)C)c3)n2)cc1OC	i	0.0575	45.9
O=S(=O)(NC1CCCC(O)C1)C1CC1 (centres undefined)	i	0.148	54.0
COc1ccc(-c2cc(CC(=O)N3CCN(C(C)=O)CC3)no2)cc1	i	0.0559	44.5
Cc1ccc(CCNC(=O)CCCC2=NS(=O)(=O)c3ccccc3N2)cc1	i	0.106	60.2
Cc1nnc2ccc(OCCNS(=O)(=O)c3ccc(F)c(Cl)c3)nn12	i	0.0814	27.3
CN1C(=O)CCc2cc(NC(=O)NCc3ccccc3)ccc21	i	0.106	55.6
O=C(NCC(O)(c1ccco1)C1CC1)c1ccccc1C(F)(F)F (centres undefined)	i	0.0384	63.4
O=C(Nc1cccc(-c2nc3cccnc3s2)c1)Nc1cccs1	i	0.2	52.0
COC(=O)c1sccc1S(=O)(=O)Nc1cc(Cl)ccc1C	i	0.103	68.6
Cc1ccccc1-n1nnnc1SCC(=O)Nc1sc2c(c1C#N)CCCC2	i	0.0839&0.0392	34.9&103.4
CSc1cccc(NC(=O)Cc2csc(Nc3ccc(Cl)cn3)n2)c1	i	0.146	43.2
CCc1ccc(N2CCCCn3c2nc2c3c(=O)n(Cc3ccc(C)cc3)c(=O)n2C)cc1	i	0.102	66.0
COc1ccc(CC(=O)N2CCC(Cn3cccn3)CC2)cc1OC	i	0.0977	78.6
O=C(NCCOc1ccc(F)cc1)c1ccc([N+](=O)[O-])cc1	i	0.132	59.9
CN(C)C(CNC(=O)Nc1ccccc1)c1ccco1 (centres undefined)	i	0.111	80.4
COc1ccc2c(CC(=O)N3CCc4ccccc4C3)cc(=O)oc2c1	i	0.0729	54.0
CCOC(=O)N1CCN(C(=O)Cn2cnc(-c3cccs3)cc2=O)CC1	i	0.0752	60.1
CCCCCCn1c(=O)c2c(nc3n(C(C)C)c(C)c(C)n23)n(C)c1=O	i	0.122	67.0
COc1ccc(S(=O)(=O)N2CCC(C(=O)Nc3nc(C)c(C(C)=O)s3)CC2)cc1	i	0.135	56.6
COc1ccccc1-c1ccc(N2CCN(C(=O)COc3ccccc3)CC2)nn1	i	0.0278	33.2

The list continues.
SMILES	GluA2 TARP mod	GluA2 TARP mod agonism max-min	GluA2 TARP mod glutamate slope
COc1ccc(NS(=O)(=O)c2cccc([N+](=O)[O-])c2)cc1N1CCCCC1=O	i	0.0565	46.0
Cc1cc(C(=O)N2CCN(C)CC2)nn1CC(=O)NC(C)CCc1ccccc1 (centres undefined)	i	0.13	68.4
Cc1ccc(N2CCn3c2nn(CC(=O)Nc2ccccc2C)c(=O)c3=O)cc1	i	0.0755	43.7
c1ccc(CN(Cc2ccccc2)Cc2nnc(-c3ccccc3)o2)cc1	i	0.0616&0.0497	61.5&129.0
Cc1ccc(Cl)cc1-n1c(-c2ccccc2)cn2c3c(=O)n(CC(N)=O)c(=O)n(C)c3nc12	i	0.0288	65.5
O=C(NC(=S)Nc1ccc(S(=O)(=O)N2CCOCC2)cc1)c1ccc(Br)o1	i	0.0776	43.1
O=S(=O)(NCC(O)(c1ccco1)C1CC1)c1ccc2c(c1)OCCO2 (centres undefined)	i	0.131	68.3
CCN1C(=O)Cc2cc(NC(=O)C3CCCCC3)ccc21	i	0.0383	56.0
CCOc1ccc(-c2noc(-c3ccc(CS(=O)(=O)c4ccc(OC)c(OC)c4)o3)n2)cc1	i	0.101	54.1
CCc1ccc(N(C(=O)c2ccc(OC)cc2)C2C=CS(=O)(=O)C2)cc1 (centres undefined)	i	0.0393	56.1
COc1cc(N2CCN(C(=O)Nc3cccc(C)c3C)CC2)nc(OC)n1	i	0.112	53.5
Cc1ccccc1NC(=O)CSc1cc(N2CCCC2)ncn1	i	0.0834	60.4
NS(=O)(=O)c1ccc(NC(=O)c2ccc(S(=O)(=O)N3CCCC3)o2)cc1	i	0.0829	58.8
COc1cc(/C=C2\SC(=S)N(c3ccccc3)C2=O)cc(OC)c1OC	i	0.0684	56.4
O=C(NCCN1CCOC(c2ccccc2)C1)c1ccc(Cl)cc1 (centres undefined)	i	0.0421	34.7
COc1cccc(OCC(=O)Nc2cc(C3CC3)nn2-c2nc(C(C)C)cc(=O)[nH]2)c1	i	0.0886	63.1
Cc1cc(C)n(CC(=O)Nc2ccc(Cl)nc2)n1	i	0.134	51.2
O=C(Cc1nnc(-c2cnccn2)o1)N1CCc2ccccc2C1	i	0.102	58.5
COc1ccc(NC(=O)NCCCn2nc(-c3ccccc3)ccc2=O)cc1OC	i	0.0924	59.1
O=S(=O)(c1cccs1)N1CCN(Cc2nnnn2-c2ccc(F)cc2)CC1	+	0.0685*	63.4*
COC(=O)c1sc(NC(=O)c2ccc(-c3ccccc3)cc2)c(C#N)c1C	i	0.0441	57.0
CSc1ccccc1C(=O)NCC1(O)CCCC1	i	0.0632	55.5
Cc1nc(SCc2nc(-c3ccc(C(F)(F)F)cc3)no2)[nH]c(=O)c1CCO	i	0.103	54.7
CC(=O)Nc1ccc(C(=O)NCCNC(=O)c2ccc(S(=O)(=O)N(C)C)cc2)cc1	i	0.0644	49.4
COc1ccc(C(=O)/C=C/c2ccccc2OC)c(O)c1	i	0.122	57.6

(cont.)
SMILES	GluA2 TARP mod	GluA2 TARP mod agonism max-min	GluA2 TARP mod glutamate slope
Cc1ccccc1Cn1cc(C(=O)Nc2ccc(C(C)C)cc2)ccc1=O	i	0.0968	55.4
Cc1ccc(C(=O)N2CCN(S(=O)(=O)c3cc4c5c(c3)CCN5C(=O)CC4)CC2)cc1C	i	0.11	70.6
COc1ccc(F)cc1S(=O)(=O)N1CCN(Cc2nc(-c3ccco3)cs2)CC1	i	0.117	44.3
CCNS(=O)(=O)CCCOc1ccc2c(c1)OCO2	i	0.102	63.7
Cc1ccccc1Cn1nc2ccc(S(=O)(=O)N3CCCCC3)cn2c1=O	i	0.0764	36.7
CC(=O)Cn1c(=O)c2c(nc3n(-c4ccc(C)cc4)c(C)cn23)n(C)c1=O	i	0.119	64.9
CCN(CC)S(=O)(=O)c1cc(C(=O)Oc2cccc(-c3cnc4ccccc4n3)c2)ccc1OC	i	0.0577	17.1
CC(C)C(=O)N1CCCc2ccc(NC(=O)C(=O)NCCc3ccc(Cl)cc3)cc21	i	0.0707	53.7
CCc1nnc(NS(=O)(=O)c2ccc(NC(=O)c3ccc(N(C)C)cc3)cc2)s1	i	0.0891	74.5
CCS(=O)(=O)N1CCN(c2ccc(Nc3cccc(C)n3)nn2)CC1	+	0.355*	35.0*
CN(Cc1cc(=O)[nH]c2ccccc12)C(=O)c1ccc(-c2ccccc2Cl)o1	i	0.133	54.8
O=C(CSC1CCCC1)Nc1cccc(-c2ccc(N3CCOCC3)nn2)c1	i	0.0543	52.1
COc1ccc(NC(=O)CC2=NS(=O)(=O)c3ccccc3N2)cc1OC	i	0.103	53.4
Cc1nc2c(-c3ccccc3)c(C)[nH]n2c(=O)c1CCC(=O)O	i	0.0958	60.5
Cc1ccc(-c2nnc(NC(=O)CN3C(=O)CCC3=O)o2)c(C)c1	i	0.0931	82.1
O=C(COc1ccc(Cl)cc1)Nc1ccc(CC(=O)N2CCCC2)cc1	i	0.0235	11.0
CCOc1ccc(S(=O)(=O)NCCOC)c(C)c1C	i	0.0972	68.9
CSCCC(C)(O)CNC(=O)Cc1cccc2ccccc12 (centres undefined)	i	0.103	55.7
O=C(Nc1ccc2c(c1)OCO2)C(=O)Nc1nc2ccccc2s1	i	0.0846	54.8
COCC(C)NC(=O)C(=O)Nc1c2c(nn1-c1ccc(OC)cc1)CS(=O)(=O)C2 (centres undefined)	i	0.0728	56.5
COc1ccc([N+](=O)[O-])cc1NC(=O)c1cc(-c2ccc(OC)c(OC)c2)nc2ccccc12	i	0.0772	25.0
Cc1ccc(N2CC(C)Cn3c2nc2c3c(=O)n(CC(=O)c3ccccc3)c(=O)n2C)cc1 (centres undefined)	i	0.0838	65.8
COc1ccc(-c2ccc(N3CCC(C(=O)NCCc4c[nH]c5ccccc45)CC3)nn2)cc1	+	0.238*	47.4*
O=C(Cc1ccc(Cl)cc1)N1CCN(c2ncnc3c2nnn3-c2cccc(F)c2)CC1	i	0.0841	52.5
COc1ccc(OCC(=O)NCCOc2cc(C)cc(C)c2)cc1	i	0.0983	62.4

(more compounds)
SMILES	GluA2 TARP mod	GluA2 TARP mod agonism max-min	GluA2 TARP mod glutamate slope
Cc1cc2c(=O)n(C)c(SCC(=O)O)nc2s1	i	0.088	56.6
CCSc1nc(-c2ccccc2)c(NC(=O)CC)s1	i	0.1	60.6
COc1ccc(C)cc1S(=O)(=O)NCC1CCN(C)CC1	i	0.0642	26.5
COc1ccccc1-n1c(-c2ccccc2)cn2c3c(=O)n(CCN4CCCCC4)c(=O)n(C)c3nc12	i	0.0643	65.4
COc1ccc(N2C(=O)N(c3ccc(C)c(Cl)c3)C3CS(=O)(=O)CC32)cc1 (centres undefined)	i	0.148	44.1
CS(=O)(=O)N1CCCc2ccc(NC(=O)C(=O)NC3CCCC3)cc21	i	0.0508	47.9
Cc1ccc(F)cc1NC=C1C(=O)OC2(CCCCC2)OC1=O	i	0.0965	49.5

An excerpt; count on the stated rates, not on these rows.
